Growth percent in the NCI-60 one-dose screen (48 h, 10 µM unless noted): 100 = growth as untreated, 0 = no growth, -100 = all killed.
NCI-H23: NCI-H23 lung cancer; hit rate 4% among 80,000; AID 1794731
NCI-H522: NCI-H522 lung cancer. hit rate 8% among 78,000. AID 1794739
NCI-H226: NCI-H226 lung cancer. hit rate 3.5% among 79,000
RXF 393: RXF 393 renal cancer cells; hit rate 6.9% among 77,000; AID 1794773
CAKI-1: CAKI-1 renal cancer; hit rate 4.7% among 75,000
ACHN: ACHN renal cancer; AID 1794771; hit rate 4.9% among 81,000
NCI-H460: NCI-H460 lung cancer. hit rate 6.8% among 82,000. AID 1794736
NCI/ADR-RES: NCI/ADR-RES ovarian cells | hit rate 4.4% among 81,000 | AID 1794790
A498: A498 renal cancer cells; hit rate 5.4% among 76,000; AID 1794774
Starred values were filed as active, the others as inactive; nt = no result given; [ ] = dose if it differs, or a comment. Rule for the calls: active = growth percent below 10; inactive = the rest.

#	mol	NCI-H23	NCI-H522	NCI-H226	RXF 393	CAKI-1
1	O=C1c2cccc3c(-c4ccc(-c5nc6c7ccccc7c7ccccc7c6[nH]5)cc4)ccc(c23)C(=O)N1CCN1CCOCC1	98	95	99	nt	101
2	CN1C(=O)C(C2=NN(C=O)C(c3ccc(F)cc3)C2)C(=O)N(C)C1=O (stereo not given)	99	nt	85	96	nt
3	Cc1cccc(CNc2c3ccccc3nc3ccccc23)c1	30	52	41	-1.7*	18
4	CC(C)Nc1nnc(-c2cccnc2)s1	104	78	98	120	102
5	Nc1ccc(S(=O)(=O)c2ccc(N)cn2)cc1	105	111	96	100	98
6	Cc1nc2cc(Nc3nc(NCCO)nc(N4CCOCC4)n3)ccc2n1Cc1ccccc1	104	119	79	91	94
7	FC(F)c1ncc(-c2ccc(C(F)(F)F)cc2)c(NC2CCCCCC2)n1	43[50 µM]	nt	78[50 µM]	58[50 µM]	19[50 µM]
8	COc1ccc(Nc2ncc(Br)c(NCCCNC(=O)C3CCC3)n2)cc1	31	50	22	-41*	0.9*
9	CCOC(OCC)(OCC)OCC	114	nt	101	98	101
10	CCOC(=O)c1cccnc1Nc1ccc(NC(=O)Nc2c(C)cccc2Cl)cc1	97	92	97	112	87

#	ACHN	NCI-H460	NCI/ADR-RES	A498
1	104	105	101	91
2	107	102	99	97
3	16	8.7*	26	-2.2*
4	112	117	103	109
5	102	104	103	nt
6	91	106	nt	78
7	38[50 µM]	46[50 µM]	52[50 µM]	86[50 µM]
8	20	19	47	26
9	101	109	116	102
10	105	106	102	117

Full records, looked up by structure. Order of values: NCI-H23	NCI-H522	NCI-H226	RXF 393	CAKI-1	ACHN	NCI-H460	NCI/ADR-RES	A498
COc1ccc(Nc2ncc(Br)c(NCCCNC(=O)C3CCC3)n2)cc1 is listed with 31	50	22	-41*	0.9*	20	19	47	26
CC(C)Nc1nnc(-c2cccnc2)s1 is listed with 104	78	98	120	102	112	117	103	109
CCOC(OCC)(OCC)OCC is listed with 114	nt	101	98	101	101	109	116	102
O=C1c2cccc3c(-c4ccc(-c5nc6c7ccccc7c7ccccc7c6[nH]5)cc4)ccc(c23)C(=O)N1CCN1CCOCC1 is listed with 98	95	99	nt	101	104	105	101	91

Next results.
#	mol	NCI-H23	NCI-H522	NCI-H226	RXF 393	CAKI-1
11	CCCCCCOC(=O)N1CCCCC1C (stereo not given)	103	95	109	126	99
12	C=C(CNCCc1ccc(O)cc1)[C@@H]1CC[C@]2(CO)CC[C@]3(C)[C@H](CC[C@@H]4[C@@]5(C)CCC(=O)C(C)(C)[C@@H]5CC[C@]43C)[C@@H]12	66	29	93	26	58
13	Cc1ccc(O)c(NC(=O)c2cccc(Nc3ccnc(C(F)(F)F)c3)c2)c1	44	43	45	91	42
14	CC(C)(C)Nc1c(-c2ccc(-c3ccccc3)cc2)nc2ccccn12	87	69	93	78	96
15	O=C(Nc1ccccc1O)C1C(=O)C(=O)N(c2ccccc2O)C1=O (stereo not given)	95	46	101	82	78
16	S=c1[nH]c2ccccc2n1CCc1ccncc1	100	100	93	104	92
17	CCN(CC)c1ccc(C(=N)c2ccc(N(CC)CC)cc2)cc1	-53*	-62*	-33*	-31*	-9.4*
18	Cn1cc(/C=C2\C(=O)N(CCCCCCn3c4ccccc4c(=O)c4ccccc43)c3ccccc32)c2ccccc21	86	87	81	103	85
19	O=c1[nH]ncc(N/N=C(/C=C/c2ccc(C/C(=N/Nc3cn[nH]c(=O)c3Cl)c3ccccc3)cc2)c2ccccc2)c1Cl	91	73	87	92	98
20	COc1ccc(C(=O)Nc2ncc(Cc3cccc(Cl)c3)s2)cc1OC	47	-11*	42	-7.2*	13

#	ACHN	NCI-H460	NCI/ADR-RES	A498
11	105	110	112	109
12	13	-49*	33	84
13	58	55	40	96
14	107	98	94	82
15	85	98	90	158
16	94	102	100	129
17	nt	-44*	-50*	-44*
18	93	94	94	133
19	101	90	92	113
20	17	14	21	0.5*

Further entries:
#	mol	NCI-H23	NCI-H522	NCI-H226	RXF 393	CAKI-1
21	Cc1cc(C)c2c(Nc3ncnc4c3sc3nc(C)cc(C)c34)n[nH]c2n1	99	97	94	98	101
22	CCCCC/C=N/Nc1ccc([N+](=O)[O-])cc1[N+](=O)[O-]	103	56	84	115	71
23	COc1cccc(C(=O)N(c2ccc(F)cc2)C(C(=O)NC(C)(C)C)c2cc3c(C)cc(C)cc3nc2Cl)c1 (stereo not given)	58	54	69	69	39
24	O=C1Nc2ccc(Cl)cc2/C1=N/c1nc(-c2ccc(F)cc2)cs1	44	21	75	37	nt
25	FC(F)(F)c1ccc(-c2cn3nc(-c4c[nH]c5ccc(Br)cc45)sc3n2)cc1	86	92	79	118	61
26	O=C(O)c1ccc(C(O)c2ccccc2)cc1 (stereo not given)	109	nt	91	99	88
27	O=C(O)CSCC(=O)N1CCN(c2cc3c(cc2F)c(=O)c(C(=O)O)cn3C2CC2)CC1	102	105	98	100	96
28	C=CCn1c(SCC(=O)Nc2ccc(C(=O)/C=C/c3ccc(Cl)cc3)cc2)nnc1-c1c[nH]c2ccccc12	78	73	68	nt	nt
29	CC1=NN(c2ccccc2)C(=O)C1CCC#N (stereo not given)	95	99	100	108	98
30	NC(=O)NC1CCCCC1	111	91	103	100	89

#	ACHN	NCI-H460	NCI/ADR-RES	A498
21	94	104	100	92
22	60	98	99	85
23	47	59	74	62
24	49	34	80	33
25	89	100	96	113
26	98	105	106	99
27	100	106	103	103
28	78	95	98	91
29	98	75	99	113
30	101	125	109	110

Remaining list, next part:
#	mol	NCI-H23	NCI-H522	NCI-H226	RXF 393	CAKI-1
31	COc1cccc(/C=C2/C[C@]3(C)[C@H]4CC[C@@H]5[C@@H](/C(C)=C\CC=C(C)C)CC[C@@]5(C)[C@]4(C)CC[C@H]3C(C)(C)C2=O)c1OC	98	92	99	98	79
32	CN1CCN(C2=C(Cl)C(=O)c3ccccc3C2=O)CC1	55	25	94	101	77
33	O=[N+]([O-])c1c(O)cccc1O	102	nt	100	111	124
34	COC(=O)c1ccc2c(c1)C(=O)N(CCc1ccccc1)C2=O	105	92	94	105	94
35	CSc1nc(NCCN2CCOCC2)c(C#N)c(-c2cccc(N)c2)n1	98	93	94	101	83
36	CCCCCN(CCCCC)C(=O)C(CCC(=O)O)NC(=O)c1ccc(Cl)c(Cl)c1 (stereo not given)	105	110	93	106	91
37	CN(C)c1ccc(/C=C/C(=O)c2ccc(NC(N)=O)cc2)cc1	97	95	104	107	88
38	CCOC(=O)c1sc(NCC(=O)Nc2ccccc2Cl)c(C(=O)OCC)c1C	nt	90	100	105	95
39	CCOC(=O)CC1CSC(Nc2c(C)cc(C)cc2C)=N1 (stereo not given)	99	102	99	106	105
40	O=S(=O)(Nc1ccc(S(=O)(=O)N2CCOCC2)cc1)c1ncsc1-c1ccccc1	105	96	98	128	89

#	ACHN	NCI-H460	NCI/ADR-RES	A498
31	96	102	101	nt
32	83	92	70	89
33	104	107	107	111
34	103	100	102	82
35	95	102	103	77
36	100	106	106	84
37	103	102	102	115
38	100	102	nt	79
39	112	109	101	nt
40	103	111	103	nt

Other compounds follow.
#	mol	NCI-H23	NCI-H522	NCI-H226	RXF 393	CAKI-1
41	COc1ccc(/C(C)=C(\c2ccc(Cl)cc2)c2ccc(OCCN)cc2)cc1F	nt	101	106	123	93
42	CN(C)CC(O)COc1ccc(S(=O)(=O)c2ccc(OCC(O)CN(C)C)c(Cl)c2)cc1Cl (stereo not given)	100	94	103	81	95
43	CC[C@@H](C)C[C@H](C)C(=O)c1c(O)cc[nH]c1=O	100	102	105	101	104
44	CCOC(=O)c1ccc2c(c1)nc(/C=C/c1ccc(OC)cc1)n2-c1cc(C(C)(C)C)[nH]n1	95	55	91	85	92
45	COc1ccc(-c2nnc(Nc3ccc(Cl)cc3)o2)cc1	113	86	97	98	104
46	O=S(=O)(NCCCNc1cc(-c2c(-c3cccc(O)c3)nc3sccn23)ccn1)c1ccc(Cl)cc1	101	96	96	78	74
47	CC(=O)[C@H]1CC[C@H]2[C@@H]3CCC4CC(=O)CC[C@]4(C)[C@H]3C(C)(O)C[C@]12C (stereo not given in full)	104	nt	90	100	103
48	CCOC(=O)c1c(C)[nH]c(Cc2[nH]c(C)c(C(=O)OCC)c2C)c1C	79	79	87	110	93
49	Cc1ccc(CN(C2CCS(=O)(=O)C2)S(=O)(=O)c2ncsc2-c2ccccc2)cc1 (stereo not given)	105	96	90	114	89
50	CSc1nc(NCc2ccccc2)c(C#N)c(-c2cccc([N+](=O)[O-])c2)n1	94	85	95	102	75

#	ACHN	NCI-H460	NCI/ADR-RES	A498
41	101	104	109	101
42	96	102	103	91
43	99	103	101	104
44	65	99	93	88
45	106	106	110	80
46	90	96	95	94
47	106	101	106	111
48	98	98	90	104
49	105	103	99	nt
50	96	97	95	66

The closing 4 compounds of the section before come first, to join the parts.
#	mol	NCI-H23	NCI-H522	NCI-H226	RXF 393	CAKI-1
47	CC(=O)[C@H]1CC[C@H]2[C@@H]3CCC4CC(=O)CC[C@]4(C)[C@H]3C(C)(O)C[C@]12C (stereo not given in full)	104	nt	90	100	103
48	CCOC(=O)c1c(C)[nH]c(Cc2[nH]c(C)c(C(=O)OCC)c2C)c1C	79	79	87	110	93
49	Cc1ccc(CN(C2CCS(=O)(=O)C2)S(=O)(=O)c2ncsc2-c2ccccc2)cc1 (stereo not given)	105	96	90	114	89
50	CSc1nc(NCc2ccccc2)c(C#N)c(-c2cccc([N+](=O)[O-])c2)n1	94	85	95	102	75
51	COc1ccc(/C(C)=N/N=C2C(=O)Nc3cc(Br)ccc32)cc1S(N)(=O)=O	102	86	92	85	84
52	CC1OC1C(=O)OCCOC(=O)C1OC1C (stereo not given)	100	111	101	108	96
53	COc1cc(/C=C/C(=O)c2ccc(NC(=O)CSc3nnc(-c4cc(OC)c(OC)c(OC)c4)o3)cc2)cc(OC)c1OC	86	86	94	111	nt
54	CN1C(=S)NC(c2ccc3c(c2)OCO3)C(C(=O)O)=C1CCl (stereo not given)	103	92	98	99	97
55	COc1ccc(Cn2cc(COc3cc(/C=C/C(=O)c4cc(OC)c(OC)c(OC)c4)ccc3OC)nn2)cc1	107	42	89	90	18
56	CCOCC(O)(c1ccc(Cl)cc1)c1ccc(Cl)cc1	95	89	113	117	88
57	C#CCSC(=N)N	103	86	103	101	109
58	O=S(=O)(C/C(=N/O)c1ccc(-c2ccccc2)cc1)c1ccccc1	99	93	87	104	94

#	ACHN	NCI-H460	NCI/ADR-RES	A498
47	106	101	106	111
48	98	98	90	104
49	105	103	99	nt
50	96	97	95	66
51	103	101	105	96
52	102	113	104	94
53	98	94	101	111
54	110	111	105	nt
55	65	96	46	81
56	99	107	100	112
57	88	102	104	107
58	100	98	101	80

Compound activity from PubChem.
